pPAFAH FP inh: pPAFAH (human) enzyme inhibition; recombinant pPAFAH, FP-rhodamine probe fluorescence polarization; actives 1.5% (n = 330,000); Q13093; inhibition, % at 3.39 µM;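 active = inhibition above the mean inhibition across the screen plus 3 SD, cut at about 25% in these data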;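 also: inhibitors block binding of the rhodamine activity-based probe so polarization drops; 0% = enzyme with DMSO and 100% = wells lacking pPAFAH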
Target sequence (Q13093 whole entry, looked up): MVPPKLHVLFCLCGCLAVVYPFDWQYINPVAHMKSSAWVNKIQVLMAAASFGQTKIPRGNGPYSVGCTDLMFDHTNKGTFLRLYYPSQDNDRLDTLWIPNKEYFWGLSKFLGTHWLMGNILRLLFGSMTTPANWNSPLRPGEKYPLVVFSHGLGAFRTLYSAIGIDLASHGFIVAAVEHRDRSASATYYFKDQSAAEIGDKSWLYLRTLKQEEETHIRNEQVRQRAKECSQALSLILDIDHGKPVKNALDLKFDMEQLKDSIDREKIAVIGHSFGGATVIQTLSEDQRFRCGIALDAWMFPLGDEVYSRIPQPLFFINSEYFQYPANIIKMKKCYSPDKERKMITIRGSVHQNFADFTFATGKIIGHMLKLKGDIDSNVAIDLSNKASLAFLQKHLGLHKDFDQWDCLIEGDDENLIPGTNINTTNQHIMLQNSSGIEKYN
PME-1 primary: blocks human protein phosphatase methylesterase 1; recombinant PME-1, FP-Rh probe fluorescence polarization; inhibition, % at 5.9 µM; actives 0.53% (n = 320,000); AID 2130;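 active = inhibition above the campaign mean of all compounds plus 3 SD, cut at about 26% in these data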;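 also: competitive labeling of PME-1 active site by serine hydrolase directed probe; 0% = PME-1 with DMSO and 100% = wells lacking PME-1 enzyme; inhibitors block probe labeling so polarization falls and inhibition rises; many of its hits are not listed in these tables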
MCL1 BIM primary: disrupts human MCL1 binding to BIM-BH3 peptide. Q07820. GST-MCL1 / FITC-Bim-BH3 fluorescence polarization. inhibition, % at 10.9 µM. actives 0.68% (n = 320,000). AID 2057;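 active = inhibition above the mean inhibition of all tested compounds plus 3 SD, set per campaign, cut at about 40% in these data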;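 also: 0% = DMSO wells and 100% = unlabeled Bim-BH3 peptide control; higher means more loss of mP so more displacement of Bim peptide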
Target sequence (Q07820 whole entry, looked up): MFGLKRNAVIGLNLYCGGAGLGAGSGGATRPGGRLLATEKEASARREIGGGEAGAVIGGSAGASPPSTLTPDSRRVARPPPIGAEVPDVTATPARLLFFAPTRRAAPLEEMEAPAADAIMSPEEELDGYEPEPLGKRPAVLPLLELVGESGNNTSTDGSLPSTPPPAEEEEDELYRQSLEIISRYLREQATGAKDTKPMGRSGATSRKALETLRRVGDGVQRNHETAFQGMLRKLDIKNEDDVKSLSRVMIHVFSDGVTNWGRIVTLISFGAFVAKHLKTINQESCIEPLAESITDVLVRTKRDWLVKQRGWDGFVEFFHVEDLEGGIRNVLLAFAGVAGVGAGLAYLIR
GLD-1 RNA inh: GLD-1-TGE RNA interaction inhibition (C. elegans). Q17339. purified GLD-1 + fluorescein TGE RNA, fluorescence polarization. inhibition, % at 5.96 µM. actives 0.44% (n = 320,000);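 active = percent inhibition above a per-plate cutoff, the plate mean of test compounds plus 3 SD, cut at about 30% in these data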;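 also: 0% = DMSO wells with GLD-1 and probe and 100% = wells lacking GLD-1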
MEX-5 binding: C. elegans MEX-5 TCR-2 RNA binding activity | actives 0.38% (n = 300,000) | Q9XUB2 | AID 1832 | activity score (negative = inhibition of binding), % at 10 µM | MEX-5/FITC-TCR2 RNA binding, fluorescence polarization; active compounds read low;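 active = inhibition past about -25% in most replicates, and total fluorescence under double the plate's negative control median, limit read from the data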;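 also: 0% = DMSO and -100% = 5 µM competing unlabeled TCR2 RNA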
PAFAH1B2 inh: blocks human PAF acetylhydrolase 1b catalytic subunit 2. P68402. recombinant PAFAH1B2, FP-rhodamine activity probe, fluorescence polarization. inhibition, % at 3.39 µM. actives 1.2% (n = 340,000). AID 492953;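 active = inhibition above the mean of all tested compounds plus 3 SD, cut at about 24% in these data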;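 also: 0% = enzyme with DMSO and 100% = wells lacking PAFAH1B2; many of its hits are not listed in these tables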
Fam108B counter: blocks mouse Fam108B hydrolase in RBBP9 counter-screen; recombinant Fam108B, FP-Rh probe fluorescence polarization; inhibition, % at 9.51 µM; actives 0.33% (n = 300,000);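 active = inhibition above the screen mean inhibition plus 3 SD, computed separately per campaign, cut at about 18% in these data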;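 also: inhibitors lower polarization as less probe binds the enzyme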
AHR activator: activators of human aryl hydrocarbon receptor; AHR-responsive luciferase reporter cells, luminescence; activation, % at 5 µM; actives 2.5% (n = 320,000); in the data active = activation above about 47%;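 also: 0% = vehicle wells and 100% = reference agonist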
Bcl-xL primary: Bcl-xL (human) inhibition; Q07817; actives 0.7% (n = 320,000); inhibition, % at 10.9 µM; GST-Bcl-xL / FITC-Bim BH3 peptide fluorescence polarization;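 active = inhibition above the mean of all tested compounds plus 3 SD, cutoff set per campaign, cut at about 30% in these data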;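 also: 0% = DMSO wells and 100% = unlabeled Bim-BH3 peptide competitor; inhibitors lower millipolarization by displacing the labeled peptide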
Target sequence (Q07817 whole entry, looked up): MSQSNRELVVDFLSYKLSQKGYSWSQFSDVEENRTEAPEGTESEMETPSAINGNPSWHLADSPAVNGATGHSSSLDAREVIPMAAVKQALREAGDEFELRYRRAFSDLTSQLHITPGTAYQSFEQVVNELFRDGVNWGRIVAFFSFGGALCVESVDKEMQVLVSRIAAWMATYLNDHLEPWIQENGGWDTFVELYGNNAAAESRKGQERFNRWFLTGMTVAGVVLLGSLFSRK
Active calls of the source: *; . = no result given.

SMILES | pPAFAH FP inh | PME-1 primary | MCL1 BIM primary | GLD-1 RNA inh | MEX-5 binding | PAFAH1B2 inh | Fam108B counter | AHR activator | Bcl-xL primary
CN1CCN(CC(=O)N2c3ccccc3C(=O)Nc3cccnc32)CC1 | 0 | 2 | 2 | 2 | -0.3 | . | 3 | -2 | -1
Cc1ccc(C)c(S(=O)(=O)N2CCN(Cc3ccc(O)c4ncccc34)CC2)c1 | -3 | 2 | 2 | 3 | 0.7 | 2 | 1 | -3 | -3
COc1ccc(CNCc2cc3c(C(C)(C)C)nn(-c4ccccc4)c3[nH]c2=O)cc1 | 5 | 0 | 1 | 1 | 0.8 | 3 | -1 | -2 | 0
O=C(CN1C(=O)NC2(CCCCC2)C1=O)Nc1ccc2[nH]c(=O)[nH]c2c1 | 3 | 1 | 6 | 0 | . | 6 | . | 1 | 9
Cc1nn(C)c(C)c1CCC(=O)N1CCCC(Nc2ccc(C(C)C)cc2)C1 (stereo unspecified) | -2 | 2 | -19 | -7 | -1.0 | 11 | -6 | 13 | -19
CCC(C)(C(=O)NC1CCCC1)N(Cc1cccs1)C(=O)Cc1cccs1 (stereo unspecified) | -5 | 2 | 0 | 0 | 3.0 | 2 | -2 | 1 | 2
CCOC(=O)c1ccc(NC(=O)CSc2nnc(CNC(=O)c3ccccc3F)o2)cc1 | 1 | 3 | 3 | -2 | -0.2 | 0 | 2 | 1 | 3
CCCn1c(NC(=O)c2ccc([N+](=O)[O-])o2)nc2ccccc21 | 21 | 7 | 19 | 0 | -18 | 7 | 2 | 8 | 14
Cc1sc2nc(SCC(=O)N3CCCC3)[nH]c(=O)c2c1C | -1 | 3 | 1 | 4 | 0.6 | 2 | -3 | 59* | 1
Cc1cc(C)n(CC(O)CN(c2ccccc2)S(=O)(=O)c2ccccc2)n1 (stereo unspecified) | -1 | -3 | -1 | 0 | 1.7 | 2 | -3 | 0 | 7
N#CCCn1ccc(NC(=O)c2ccc(Cl)cc2)n1 | 3 | 4 | 0 | -3 | 2.0 | 2 | 0 | 5 | 3
CN(C)c1ccc(/C=N/NC(=O)c2ccc3c(c2)OCCO3)cc1 | -1 | 1 | -3 | 3 | -1.6 | 6 | -1 | 30 | 1
Cc1nc(CNS(=O)(=O)c2ccc(Br)cc2)cs1 | 0 | 1 | 4 | 3 | 0.3 | 17 | 2 | 0 | 4
CCc1nn2cc(C(=O)c3ccccc3O)cnc2c1-c1ccc(F)cc1 | -4 | -9 | 7 | -1 | 3.5 | -1 | -2 | 10 | 3
CCCn1c(SCC(=O)NC(C)(C)C)nnc1C(C)C | -1 | 3 | 0 | -5 | 1.5 | 2 | -5 | 4 | 7
CCC(OC(=O)C1=Cc2ccccc2OC1)C(=O)NCc1ccco1 (stereo unspecified) | -3 | 0 | 10 | 4 | 0.7 | -1 | -2 | 0 | 3
O=C(CSc1nnc(-c2ccccc2F)o1)N1CCNC1=O | 2 | 3 | 1 | -6 | . | 2 | . | 4 | -1
O=C(c1cc([N+](=O)[O-])ccc1Cl)N1CCc2ccccc21 | 5 | -1 | 3 | 7 | -0.4 | 0 | 3 | 3 | 5
CC(=O)Nc1ccc(NC(=O)COc2cccc3c2OC(C)(C)C3)cc1 | 3 | -6 | -3 | -1 | 0.4 | 8 | 2 | 5 | 1
CCc1ccc(NC(=O)CCn2cccc2)cc1 | 4 | 1 | 3 | 4 | -0.1 | 6 | -1 | 6 | 4
CSc1cccc(CN2CCC(Oc3cccc(C(=O)N4CCCC4)c3)CC2)c1 | -3 | 2 | -6 | -5 | -4.8 | -3 | 0 | -1 | -3
O=S(=O)(CCN1CCOCC1)c1ccc(Oc2ccc(S(=O)(=O)CCN3CCOCC3)cc2)cc1 | -8 | -7 | -3 | -3 | -0.7 | 7 | 3 | 0 | 5
CC(OC(=O)c1cccc(-n2cnnn2)c1)C(=O)Nc1ccccc1F (stereo unspecified) | -7 | -4 | -10 | -3 | 0.1 | -2 | -3 | -1 | -6
COc1ccc(/C=C2\SC(=O)N(CC(=O)N(C)C3CCS(=O)(=O)C3)C2=O)cc1 (stereo unspecified) | -3 | 3 | 0 | 7 | -0.2 | 4 | 7 | 4 | -1
Cc1ccc(S(=O)CCNC(=O)Cc2ccc(Cl)cc2)cc1 (stereo unspecified) | -2 | -1 | 7 | 6 | -0.1 | 6 | 1 | 5 | 7
O=C(CCCc1nc2ccccc2s1)Nc1ccccc1 | 3 | 4 | 1 | 6 | 2.7 | 5 | 3 | -1 | 5
CCN(CC)C(=O)CSc1nnc(-c2ccc(O)cc2)n1CC1CCCO1 (stereo unspecified) | 0 | 4 | 6 | -3 | 2.9 | 7 | 3 | 2 | 4
COc1ccccc1C(=O)NNC(=O)c1cccc(F)c1 | 1 | 0 | -4 | 8 | -0.1 | 6 | 3 | 33 | 1
CCOc1ccc(C(=O)Nc2ccc(NC(=O)c3ccccc3)cc2)cc1Br | 0 | 4 | -2 | 3 | -1.4 | 1 | -3 | -2 | 3
CCOc1ccc(N(CC(=O)NCCc2ccc(OC)cc2)S(C)(=O)=O)cc1 | 4 | 3 | 1 | 4 | 0.6 | 4 | 3 | 2 | 6
N#Cc1sc2nc3c(cc2c1N)CCCC3 | -3 | 25 | 9 | 3 | -1.9 | 1 | 1 | -3 | 9
CCC(C)C(=O)Nc1nnc(-c2cccs2)s1 (stereo unspecified) | 4 | 1 | 2 | 4 | . | 8 | -2 | 84* | 1
CN1/C(=C\C(=O)C[n+]2ccc(C(=O)c3ccccc3)cc2)C(C)(C)c2ccccc21 | 4 | -3 | -30 | -22 | 1.0 | 2 | -6 | 5 | -25
Cc1ccc(S(=O)(=O)N(C)CC(=O)NNC(=O)Cc2cccc(F)c2)cc1 | 1 | -6 | 2 | 3 | . | 5 | . | 2 | 3
CCc1nnc(NC(=O)CSc2nncc(=O)n2N)s1 | -1 | 2 | 7 | 5 | -1.2 | -1 | -5 | 8 | 2
Cc1ccccc1OCCNc1ccc(C(F)(F)F)cc1[N+](=O)[O-] | 3 | 0 | 3 | 2 | 0.8 | 2 | 1 | -10 | 5
COc1cc2c(cc1NC(=O)c1cc(-c3ccccn3)nc3ccccc13)oc1ccccc12 | -3 | -2 | 12 | -3 | -0.1 | 2 | -5 | 3 | 7
OCc1cc(-c2ccc(Cl)c(Cl)c2)on1 | 1 | 1 | -3 | -6 | 0.0 | -5 | 0 | -2 | 1
CC(C)=CCN1CCN(Cc2nc(-c3ccccc3)cs2)CC1CCO (stereo unspecified) | 1 | -7 | -7 | 6 | -0.5 | 2 | 1 | 0 | -2
COc1ccc(C(=O)CSc2n[nH]c(=O)n2Cc2ccco2)cc1 | -5 | -1 | -6 | 5 | -0.1 | 4 | 0 | 9 | -5
CCOC(=O)c1c(NC(=O)OC)sc(C(=O)N(CC)CC)c1C | 0 | 0 | 1 | 3 | -0.4 | 6 | 0 | 9 | -1
O=C(CSc1nnc(Nc2ccccc2F)s1)NC1CC1 | 1 | -3 | -8 | 0 | . | 1 | . | 3 | -8
Cn1nnnc1SCC(=O)Nc1cc(S(=O)(=O)N2CCCCC2)ccc1Cl | 3 | . | . | 4 | . | 7 | . | 1 | .
COc1ccc(CCNC(=O)CCc2ccc(OC)cc2)cc1 | 3 | -3 | 0 | -2 | 1.5 | 7 | -5 | -4 | 2
CC1CCCCN1CCNC(=O)CCc1nnc2n(Cc3ccccc3)c(=O)c3ccccc3n12 (stereo unspecified) | -6 | -3 | -4 | 3 | -1.2 | 8 | 2 | 0 | -2
C/C(=N\Nc1ccc(Cl)c(C(=O)O)c1)c1cccs1 | 14 | -6 | 10 | -2 | -4.3 | 11 | 7 | 8 | 16
CC(=O)NCCOc1cccc2cccnc12 | 4 | 7 | 7 | -1 | 3.8 | 1 | 1 | -1 | 6
Cc1cc([N+](=O)[O-])ccc1NC(=S)NC(=O)C(c1ccccc1)c1ccccc1 | -11 | -30 | 10 | 5 | 0.1 | -10 | -23 | 15 | 2
C/C(=N\O)C(C)(C)Nc1ccc(Cl)cc1 | 4 | 0 | 5 | 1 | 0.2 | 2 | 0 | -1 | 1
S=C1NNC2(NN1)C1CC3CC(C1)CC2C3 | -3 | -1 | 11 | 5 | -0.5 | 19 | 1 | 3 | 3
Following part:
SMILES | pPAFAH FP inh | PME-1 primary | MCL1 BIM primary | GLD-1 RNA inh | MEX-5 binding | PAFAH1B2 inh | Fam108B counter | AHR activator | Bcl-xL primary
CCOC(=O)c1ccc(NC(=O)C(C)NS(=O)(=O)c2ccc(OC)cc2)cc1 (stereo unspecified) | -3 | 4 | 6 | 1 | 2.2 | -2 | 0 | -1 | 6
COc1cc(/C=N/NC(=O)Cc2nnc(N)s2)cc(OC)c1OC | 2 | 0 | 7 | 9 | -5.2 | -5 | -2 | -1 | 1
Cn1c2ccccc2c2c(C(=O)N3CCN(c4ccccn4)CC3)cn(C3CCCC3)c(=O)c21 | 5 | 1 | 5 | 2 | 3.2 | 4 | 4 | 3 | 0
Cc1cc(=O)c2ccccc2n1CC(=O)NCc1ccccc1 | -2 | -1 | 7 | 3 | -3.4 | -2 | -2 | 8 | 6
COc1ccc(-c2cc3ccccc3n2CC(O)CN2CCN(CCO)CC2)cc1 (stereo unspecified) | 0 | 1 | 2 | 4 | -0.5 | 7 | 0 | 0 | 4
COc1cccc(-c2nc(CS(=O)(=O)CC(=O)NCc3ccc(Cl)cc3)c(C)o2)c1 | 2 | -5 | -8 | 7 | -1.8 | -1 | -2 | 2 | -2
Clc1ccc(-c2cc(COc3ccccc3)no2)cc1Cl | -1 | -9 | 0 | 7 | 0.1 | -3 | -11 | -4 | 2
C#CCOCCOCCOCCNc1nc(N2CCOCC2)nc(N2CCN(C(=O)CCCCCCCCCCNC(=O)[C@@H](CCSC)n3cc(CCO)nn3)CC2)n1 | 10 | 5 | -3 | 5 | . | 1 | 3 | 11 | -2
Cc1cccc(OCCCC(=O)NNC(=O)c2ccccn2)c1 | -1 | -1 | -1 | 10 | . | 3 | . | 4 | -3
Cc1ccc(S(=O)(=O)N2CCN(C(=O)CSCc3ccc(C(C)C)cc3)CC2)cc1 | 18 | -1 | 6 | 7 | . | 10 | . | 0 | 5
S=C(NC1CCCCC1)N(CCc1ccccc1)CCc1ccccc1 | 2 | -5 | 7 | 7 | -0.3 | -3 | -5 | 3 | 0
O=C(CN1C(=O)CCC1=O)Nc1cccc(NC(=O)CN2C(=O)CCC2=O)c1 | -1 | 6 | 5 | 4 | 0.1 | 4 | 3 | 1 | -3
COc1ccc(OCC(=O)Sc2ccc(C)cc2)cc1 | 2 | -4 | 11 | 2 | 0.4 | -2 | 4 | 2 | 6
C/C(=N\NS(=O)(=O)c1ccc(Br)cc1)c1cccs1 | 6 | 5 | 0 | 7 | -0.7 | 4 | 1 | 3 | 3
O=C(Nc1cc(C(F)(F)F)ccc1Cl)C(Sc1cccc[n+]1[O-])c1ccccc1 (stereo unspecified) | 2 | 1 | 6 | 3 | 1.3 | 1 | 0 | 0 | 3
COc1ccccc1NC(=O)c1cc(C)oc1C | -1 | -2 | 4 | -8 | 2.2 | -1 | 1 | -2 | 4
C=CCn1c(O)c(N=NC(=S)Nc2ccccc2F)c2ccccc21 | 2 | 6 | 3 | -1 | -0.6 | 5 | -4 | 137* | 7

Assay outcomes from PubChem.

These rows are one share of the data (hit frequency here may not be typical).
